EPAC2 antagonist – antagonists of human EPAC2. Q8WZA2. EPAC2 GEF exchange of Rap1B-BODIPY-GDP, fluorescence. Potency, µM (doses to about 114 µM), without a hit: at the top dose activity, negative = inhibition, actives largely listed as inhibitors. 360,000 compounds, 0.18% hits; also: potency is read from the fitted curve at half-maximal effect; % is scaled to controls: 0 for no effect and ±100 for the full control effect; nearly all actives have a fitted effect of over 45% in size; many of its hits are not listed in these tables
EPAC2 agonist – EPAC2 (human) agonism. Q8WZA2. EPAC2 activation, biochemical qHTS; response scale: 100% = 6.5 mM cAMP response. Potency, µM (top dose mostly 154 µM), for the others: at the top dose activation, usual class: activators. 360,000 compounds, 0.079% hits. AID 720711; also: potency is read from the fitted curve at half-maximal effect; nearly all actives have a fitted effect of over 50% in size
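Compounds were added across a concentration range to EPAC2 (100 nM), RAP1B-BODIPY-GDP (250 nM) and GDP (50 uM). After 5 min at room temperature, fluorescence was recorded at 5-min intervals for 30 min.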
Mm-Cpn inhibitor – M. maripaludis TRiC chaperonin inhibition. Potency, µM (titrated, usually from 76.9 µM), for inactives: top-dose activity, negative = inhibition, most hits filed as inhibitors. 330,000 compounds, 0.031% hits. purified Mm-Cpn ATPase, ADP Transcreener TR-FRET; also: potency is read from the fitted curve at half-maximal effect; % is scaled to controls: 0 for no effect and ±100 for the full control effect; nearly all actives have a fitted effect of over 80% in size
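Inhibition of chaperonin ATP hydrolysis is measured as reduced ADP production, detected by competitive TR-FRET in which signal falls with ADP. Final enzyme 25 nM and ATP 10 uM, reacted 30 min at 37°C.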
pAkt inh – Akt phosphorylation inhibition; Neuro2A IGF-stimulated pAkt S473 HTRF, 20 min; stronger effect = lower value; 360,000 compounds, 0.32% hits; activity change, % for hits at 50 µM; in the data active = activity change below about -80%; inconclusive = mostly about -51% to -80%; also: % is scaled to controls: 0 for no effect and ±100 for the full control effect
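Neuro2A cells in DMEM with 0.5% FBS, overnight at 37 deg C, given compound at single 50 µM final, then IGF (6 nM final) for 20 min at 37 deg C. Lysed; phospho-Akt Ser473 by HTRF after 24 h, 665/615 ratio.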
DRD3 antagonist – blocks the human D3 dopamine receptor; 360,000 compounds, 2.5% hits; D3R cells, DiscoveRx beta-arrestin luminescence, antagonist mode; stronger effect = lower value; max response, negative = inhibition, %; P35462; in the data active = max response below about -50%; inconclusive = no clear call, values can overlap the other calls; also: % is scaled to controls: 0 for no effect and ±100 for the full control effect; mostly tested at two doses, the higher about 12 µM
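Cells plated overnight at 1500 cells/well, then exposed to library compounds with dopamine controls for 90 minutes at 37 degrees C. DiscoveRx reagent added for 30–60 minutes at room temperature; luminescence read, quantitative HTS format.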
DRD3 agonist – activates the human D3 dopamine receptor. 410,000 compounds, 0.58% hits. AID 652048. P35462. max activation, %. D3R DiscoveRx beta-arrestin cells, luminescence, 90 min; in the data active = max activation above about 30%; also: 0% is about no effect; mostly tested at two doses, the higher about 12 µM
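Agonist-mode cell screen: cells plated at 1500/well and incubated overnight at 37 °C, then exposed to library compounds for 90 min at 37 °C. Detection reagent was added for 30–60 min at room temperature, and luminescence was read.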
CCT chaperon mod – changes cytosolic chaperonin activity. purified chaperonin ATPase assay, HTRF ADP detection, 30 min. 360,000 compounds, 0.3% hits. activity change, % (test concentration not listed), hits read low; in the data active = activity change below about -30%; also: % is scaled to controls: 0 for no effect and ±100 for the full control effect
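ATPase activity: ADP formed was measured by HTRF Transcreener (665/615 nm ratio) after 30 min at 37 deg C with 10 uM ATP. Compounds screened at one 76 uM concentration against 40 or 20 nM TRiC in Tris pH 7.4/KCl/MgCl2/DTT buffer.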
PTHR1 agonist – PTHR1 (human) receptor agonism; 410,000 compounds, 0.075% hits; AID 743266; Potency, µM (highest dose often 115 µM), for the others: at the highest dose activation, usual class: activators; Q03431; HEK293 GP2 PTHR1 cells, GloSensor cAMP luminescence, 1 h; also: potency is read from the fitted curve at half-maximal effect; nearly all actives have a fitted effect of over 55% in size; some results filed as inactive show a strong effect at the top dose; inactives centre near -15; many of its hits are not listed in these tables
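HEK-293-derived GP2 cells expressing PTHR1 and a GloSensor cAMP reporter, 3,000/well, plated overnight, given luciferin plus IBMX (each 0.5 mM as added) for 1 h at 37 °C, then compound for 1 h at 37 °C. Luminescence was read after 15 min at room temperature.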
Starred values were filed as active, the others as inactive; i = inactive; ? = inconclusive; / = no result given; & = joins results of further samples; [ ] = dose if it differs, or a comment. Unless noted, calls follow the shape of the dose curve; as a rule, active = well fitted curve in the direction sought with a large enough effect; inconclusive = small, poorly fitted or top-dose-only effect, or another doubt; inactive = no such curve, though single readings can be large; an effect the other way counts as inactive or inconclusive. Some of the compounds tested; the hit share may differ from the screen's.

SMILES	EPAC2 antagonist	EPAC2 agonist	Mm-Cpn inhibitor	pAkt inh	DRD3 antagonist	DRD3 agonist	CCT chaperon mod	PTHR1 agonist
CCc1cccc(CC)c1N(COC)C(=O)Cn1nnc2ccccc21	0%	12%	-3%	i	0	-12	-21	-2%[57.5 µM]
O=C(CNC(=O)c1cccc(Br)c1)NCCc1nc2ccccc2[nH]1	-5%	11%	0%	i	-18	-27	1.5	-11%
CC(O)c1nc2c(c(=O)n(C)c(=O)n2C)n1C (stereo not drawn)	-1%	7%	2%	i	1	6	-0.3	i
O=C(c1ccc2c(=O)n3c(nc2c1)CCCCC3)N1CCN(c2ccccc2)CC1	-9%	2%	1%	i	9	3	-1.7	i
O=C(NC(=S)NCc1ccccc1)c1ccccc1	-17%	13%	-1%	i	-5	1	-1.5	-3%
COc1ccc(CCNC(=O)c2cccc(S(=O)(=O)N3CCCC3)c2)cc1	15%	4%	2%	i	20	-7	0.4	-11%
O=C(CSc1nc2ccccc2[nH]1)N1CCCCC1	11%	1%	0%	i	-96*	-16	1.1	-20%
CN(Cc1cccnc1)C(=O)CC1C(=O)NCCN1CC(c1ccccc1)c1ccccc1 (stereo not drawn)	-3%	3%	-3%	i	20	3	0.1	-10%
C[C@@]12C(=O)Nc3ccc(Br)cc3C(=O)N1[C@H]1c3cc(Br)ccc3OC[C@@H]1[C@@H]2c1ccccc1	12%	15%	-18%	i	-7	-9	-1.6	1%
COc1cc(OC)cc(C(=O)NC2CCN(Cc3nnnn3Cc3cccs3)CC2)c1	-2%	1%	-2%	/	19	4	0.3	i
COCc1cc(C)nc(N2CCN(Cc3ccccc3)CC2)c1C#N	16%	-1%	1%	i	-90*	-24	1.6	-7%
CN(C(=O)COC(=O)c1ccc2ccccc2n1)C1CCCCC1	-9%	-2%	-1%	i	26	4	-2.0	-20%

Arranged by length of the SMILES (highest first): part of the list above.
SMILES	EPAC2 antagonist	EPAC2 agonist	Mm-Cpn inhibitor	pAkt inh	DRD3 antagonist	DRD3 agonist	CCT chaperon mod	PTHR1 agonist
O=C(c1ccc2c(=O)n3c(nc2c1)CCCCC3)N1CCN(c2ccccc2)CC1	-9%	2%	1%	i	9	3	-1.7	i
COc1cc(OC)cc(C(=O)NC2CCN(Cc3nnnn3Cc3cccs3)CC2)c1	-2%	1%	-2%	/	19	4	0.3	i
O=C(CNC(=O)c1cccc(Br)c1)NCCc1nc2ccccc2[nH]1	-5%	11%	0%	i	-18	-27	1.5	-11%

Further compounds:
SMILES	EPAC2 antagonist	EPAC2 agonist	Mm-Cpn inhibitor	pAkt inh	DRD3 antagonist	DRD3 agonist	CCT chaperon mod	PTHR1 agonist
CCN1C(=O)C(CC(=O)N2CCN(C(c3ccccc3)c3ccccc3)CC2)N(CC)C1=O (stereo not drawn)	-6%	4%	-1%	i	-3	-9	-0.6	-21%[57.5 µM]
CCCc1cc2c(=O)c(-c3ccc4c(c3)OCCO4)c(C)oc2cc1OS(C)(=O)=O	0%	19%	-5%	i	-8	8	0.3	-18%
CCCCN(C(=O)c1ccc(NC2CC2)c([N+](=O)[O-])c1)c1c(N)n(CCCC)c(=O)[nH]c1=O	-5%	-5%	1%	i	8	-5	-1.5	i
Cc1ccc[n+](CC(=O)Nc2ccc(Cl)c([N+](=O)[O-])c2)c1	-3%	5%	2%	i	-10	-10	-3.3	i
COc1ccc(N2C(=O)CCC2=O)c(OC)c1	-2%	3%	2%	i	-7	-7	-3.5	i
O=c1cc(-c2ccc(O)c(O)c2)oc2cc(O[C@@H]3O[C@H](CO)[C@@H](O)[C@H](O)[C@H]3O)cc(O)c12	-2%	0%	-2%	i	-14	9	-3.6	i
O=C(NCc1ccco1)c1cc2n(n1)C(C(F)(F)F)CC(c1ccc(Cl)c(Cl)c1)N2 (stereo not drawn)	-2%	4%	1%	i	15	-4	-2.1	-31%
Cc1nn(-c2ccccc2)c(C)c1C(=O)OCC(=O)Nc1ccccc1C(F)(F)F	3%	4%	2%	i	8	3	-0.7	-65%
Cc1ccc(-n2ncc3c(=O)n(CC(=O)N(C)C)cnc32)cc1C	-12%	6%	-1%	i	18	9	-0.1	i
COC(=O)c1cc(NC(=O)C2CC=CCC2C(=O)O)cc(C(=O)OC)c1 (stereo not drawn)	-4%	10%	-2%	i	-24	-7	-0.1	-2%[57.5 µM]
CN(C)CCN(Cc1ccc(Cl)cc1)c1ccccn1	3%	-2%	3%	i	?	-75&-20	-1.2	-16%
Cc1ccc2c(CC(=O)N3CCN(S(=O)(=O)c4ccc5c(c4)OCCO5)CC3)coc2c1	-2%	13%	-1%	i	0	10	-0.2	-12%

A different layout for part of the listing above.
compound | EPAC2 antagonist | EPAC2 agonist | Mm-Cpn inhibitor | pAkt inh | DRD3 antagonist | DRD3 agonist | CCT chaperon mod | PTHR1 agonist
Cc1ccc[n+](CC(=O)Nc2ccc(Cl)c([N+](=O)[O-])c2)c1 | -3% | 5% | 2% | i | -10 | -10 | -3.3 | i
COc1ccc(N2C(=O)CCC2=O)c(OC)c1 | -2% | 3% | 2% | i | -7 | -7 | -3.5 | i
O=c1cc(-c2ccc(O)c(O)c2)oc2cc(O[C@@H]3O[C@H](CO)[C@@H](O)[C@H](O)[C@H]3O)cc(O)c12 | -2% | 0% | -2% | i | -14 | 9 | -3.6 | i
O=C(NCc1ccco1)c1cc2n(n1)C(C(F)(F)F)CC(c1ccc(Cl)c(Cl)c1)N2 (stereo not drawn) | -2% | 4% | 1% | i | 15 | -4 | -2.1 | -31%

The results go on:
SMILES	EPAC2 antagonist	EPAC2 agonist	Mm-Cpn inhibitor	pAkt inh	DRD3 antagonist	DRD3 agonist	CCT chaperon mod	PTHR1 agonist
O=C(COC(=O)CCc1c[nH]c2ccccc12)NCc1ccc(Cl)cc1	2%	15%	0%	i	15	10	0.4	i
C/C(=N\NC(=O)c1ccc(N(C)C)cc1)c1ccc(C)cc1C	-3%	9%	-1%	i	-13	3	-10	-4%
COc1ccc(NC(=O)CSc2nnc(C)n2C2CCCCC2)cc1	1%	5%	0%	i	-2	8	0.5	i
COc1ccc(CNC(=O)COC(=O)C2=Cc3ccccc3OC2)cc1	-11%	-15%	/	i	3	3	1.4	i
Fc1cccc(CN2CCSCC2)c1	-3%	3%	1%	i	6	0	0.4	i
c1ccc(CCn2c3ccccc3c3nnc(SCc4ccc5nonc5c4)nc32)cc1	12%	-2%	-1%	i	22	21	1.5	-1%[57.5 µM]
CC(C)=CCN1CCN(Cc2ccc(Sc3nncn3C)o2)CC1CCO (stereo not drawn)	10%	-1%	1%	i	7	2	-6.5	i
Cc1ccccc1CSc1nc(C(C)(C)C)cc(=O)[nH]1	4%	-9%	-2%	i	19	22	-0.5	-13%
CCN1CCCC1CNC(=O)c1cc2cc(OC)c(OC)cc2[nH]1 (stereo not drawn)	0%	3%	-5%	i	-10	16	-0.4	-4%
O=C(CSc1ncn[nH]1)NCc1ccccc1	1%	2%	-2%	i	7	2	-3.0	-3%
C=CCNC(=O)NC(=O)COC(=O)/C=C/c1cccc([N+](=O)[O-])c1	0%	-2%	-1%	i	-24	5	1.4	-4%
COc1ccc(Cl)cc1NC(=O)C/C(C)=N/NC(=O)C(=O)NCc1ccccc1	-9%	7%	3%	i	7	20	-0.5	i

Quoted from the listing.
CCT chaperon mod result of Fc1cccc(CN2CCSCC2)c1 is entered as 0.4
CCT chaperon mod result of O=C(COC(=O)CCc1c[nH]c2ccccc12)NCc1ccc(Cl)cc1 is entered as 0.4

Following part:
SMILES	EPAC2 antagonist	EPAC2 agonist	Mm-Cpn inhibitor	pAkt inh	DRD3 antagonist	DRD3 agonist	CCT chaperon mod	PTHR1 agonist
CCCC(=O)N1CCN(c2ccc(NC(=O)c3ccccc3)cc2)CC1	11%	3%	0%	i	-22	3	0.6	-53%[inhibitor]
O=c1c2cccnc2[nH]c(=S)n1Cc1ccccc1	2%	2%	-1%	i	-9	-1	-3.3	i
COCc1cc(C)n(CC(=O)Nc2ccc3c(c2)OCO3)c(=O)c1C#N	-3%	-4%	0%	i	4	8	1.6	i
CCC(=O)C1=C(N2CCCC2)CC(C)(C)CC1=O	-6%	3%	0%	i	4	1	1.4	-9%
C[C@@H]1CCCCCCCCC(=O)OCCN(C(=O)OC(C)(C)C)[C@H](C)CCCCCCCCC(=O)OCCN(C(=O)OC(C)(C)C)[C@H](C)CCCCCCCCC(=O)OCCN1C(=O)OC(C)(C)C	-6%	4%	-1%	i	0	0	0.6	-18%
CCCCNC(=O)CC1NCCNC1=O (stereo not drawn)	1%	10%	6%	i	-15	-8	-4.5	12%
Cc1cc(=O)c2ccc(C(F)(F)F)cc2[nH]1	2%	1%	-1%	i	-21	-5	0.8	-6%
CS(=O)(=O)Nc1ccc(C(=O)NC2CC3CCC2C3)cc1 (stereo not drawn)	-2%	9%	-7%	i	-13	0	-4.2	-19%
C#Cc1cccc(Nc2nc(NCc3ccccc3)nc3ccsc23)c1	?	15%	/	i	6	8	-0.6	i
Cc1ccc(CNC(=O)C2CCN(S(=O)(=O)c3c(C)noc3/C=C/N(C)C)CC2)cc1	-4%	8%	0%	i	0	-3	-0.8	5%
CC(=O)NCCNc1nc2cc(-c3ccccc3)sc2c(=O)n1C	1%	11%	/	i	-19	-6	-0.6	-2%
CCCCc1cc(=O)oc2cc(OCC(=O)N3CCC(C(=O)O)(c4ccccc4)CC3)ccc12	8%	-5%	-2%	i	-11	8	1.3	-92%[inhibitor]
O=C(NCc1cccnc1)c1[nH]c(C(F)(F)F)nc1-c1ccccc1	3%	6%	/	i	5	5	1.5	-9%

Single records (already shown).
O=C(COC(=O)CCc1c[nH]c2ccccc12)NCc1ccc(Cl)cc1 across the screens: EPAC2 antagonist = 2%; EPAC2 agonist = 15%; Mm-Cpn inhibitor = 0%; pAkt inh = i; DRD3 antagonist = 15; DRD3 agonist = 10; CCT chaperon mod = 0.4; PTHR1 agonist = i
CN(C)CCN(Cc1ccc(Cl)cc1)c1ccccn1 across the screens: EPAC2 antagonist = 3%; EPAC2 agonist = -2%; Mm-Cpn inhibitor = 3%; pAkt inh = i; DRD3 antagonist = ?; DRD3 agonist = -75&-20; CCT chaperon mod = -1.2; PTHR1 agonist = -16%

Screens: PubChem, National Center for Advancing Translational Sciences (NCATS)
